Assay outcomes deposited in PubChem BioAssay by National Center for Advancing Translational Sciences (NCATS).
LMNA splice mod – qHTS Assay for Modulators of Lamin A Splicing. HeLa LMNA splicing GFP/RFP minigene ratio, 48 h. AID 1487, 2009. Potency, µM (titrated, usually from 46.1 µM), inactives show at the top dose ratio change, negative = inhibition, hits mostly inhibitors. hit rate 0.01% among 200,000; active means well fitted inhibition curve with a large enough effect in the signal ratio, with a control signal flat, not every such curve was filed as active; inconclusive means small, poorly fitted or top-dose-only effect, or effect the other way, or a change in a side signal; the % refers to the signal ratio; further: potency means the concentration at half of the fitted maximal effect; on the % scale 0 is the no-effect control and ±100 the full control effect
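S3 HeLa stable clones carrying a lamin A-EGFP splicing minigene plus DsRed2 were seeded at 600 cells/well in Opti-MEM with 2% FBS, pin-dosed and incubated 48 h at 37°C. Acumen cytometry (488 nm) gave the GFP/RFP total-intensity ratio.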
HTT aggregate – qHTS Multiplex Assay to Identify Dual Action Probes in a Cell Model of Huntington: Aggregate Formation (GFP); Potency, µM (highest dose often 46.1 µM), without a hit: at the top dose activity change, negative = inhibition, most hits filed as inhibitors; AID 1688, 2009; hit rate 1.1% among 220,000; PC12 HttQ103-GFP aggregates, Acumen cytometry, 40 h; further: potency means the concentration at half of the fitted maximal effect; on the % scale 0 is the no-effect control and ±100 the full control effect; nearly all actives have a fitted effect of over 60% in size
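Steps: seed 1500 PC12 HTTQ103-GFP cells/well; add tebufenozide, 100 nM final; add compound titration; add ATPLite reagent; quantify GFP aggregates by laser scanning cytometry.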
Luc counter – Counterscreen for Luciferase (Kinase-Glo TM) Inhibition; Luciferin 4-monooxygenase (Photuris pensylvanica), Q27757; Kinase-Glo luciferase, ATP luminescence, 8 min; Potency, µM (top dose mostly 38.3 µM), for the others: at the top dose activity change, negative = inhibition, actives largely listed as inhibitors; hit rate 0.28% among 200,000; further: potency means the concentration at half of the fitted maximal effect; on the % scale 0 is the no-effect control and ±100 the full control effect; nearly all actives have a fitted effect of over 60% in size
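Luminescence was the read-out, taken after 8-minute incubation at ambient temperature. Luciferase turned over luciferin with 10 uM ATP in imidazole pH 7.2 buffer containing KCl, MgCl2, Tween 20 and BSA.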
CBFb RUNX1 block – qHTS Assay for Compounds Blocking the Interaction Between CBF-beta and RUNX1 for the Treatment of Acute Myeloid Leukemia; Runt-related transcription factor 1 (Homo sapiens) + Core-binding factor subunit beta …; AlphaScreen CBFb-His/RUNX1-biotin binding, biochemical; Potency, µM (titrated, usually from 59.8 µM), for the others: top-dose activity, negative = inhibition, actives largely listed as inhibitors; 230,000 tested, under 10 active; further: % of control where 0% means no effect
Target sequence (Q01196 whole entry, looked up): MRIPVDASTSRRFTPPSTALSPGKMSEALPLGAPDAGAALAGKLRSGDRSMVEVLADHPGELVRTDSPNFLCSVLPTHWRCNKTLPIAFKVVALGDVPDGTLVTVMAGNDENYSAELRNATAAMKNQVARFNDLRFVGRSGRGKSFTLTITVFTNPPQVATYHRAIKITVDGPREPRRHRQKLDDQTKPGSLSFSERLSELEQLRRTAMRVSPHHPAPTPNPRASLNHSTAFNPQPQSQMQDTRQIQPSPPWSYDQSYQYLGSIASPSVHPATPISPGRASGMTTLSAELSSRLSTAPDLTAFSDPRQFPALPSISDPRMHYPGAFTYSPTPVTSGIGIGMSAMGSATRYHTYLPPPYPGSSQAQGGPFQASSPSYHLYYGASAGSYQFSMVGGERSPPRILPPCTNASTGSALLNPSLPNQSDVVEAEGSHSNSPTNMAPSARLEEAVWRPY
Target sequence (Q13951 whole entry, looked up): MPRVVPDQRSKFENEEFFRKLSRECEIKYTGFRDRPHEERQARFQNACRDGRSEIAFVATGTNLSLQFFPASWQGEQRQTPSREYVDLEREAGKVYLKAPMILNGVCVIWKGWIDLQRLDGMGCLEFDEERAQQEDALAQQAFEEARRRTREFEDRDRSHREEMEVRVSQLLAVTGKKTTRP
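Interaction loss through any mechanism counts as activity. Pre-formed complex of His-CBF-beta and biotin-RUNX1 (30 nM apiece) is incubated with compound 15 min, then with 50 ng nickel and 50 ng streptavidin beads for 90 min before AlphaScreen detection.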
NPSR antagonist – qHTS Assay for Antagonists of the Neuropeptide S Receptor: cAMP Signal Transduction. Q6W5P4. CHO-NPSR cells, cAMP TR-FRET, antagonist mode. Potency, µM (highest dose often 38.3 µM), for inactives: top-dose activity change, negative = inhibition, most hits filed as inhibitors. hit rate 1% among 220,000; further: potency means the concentration at half of the fitted maximal effect; on the % scale 0 is the no-effect control and ±100 the full control effect; nearly all actives have a fitted effect of over 50% in size; many of its hits are not listed in these tables
Target sequence (Q6W5P4 whole entry, looked up): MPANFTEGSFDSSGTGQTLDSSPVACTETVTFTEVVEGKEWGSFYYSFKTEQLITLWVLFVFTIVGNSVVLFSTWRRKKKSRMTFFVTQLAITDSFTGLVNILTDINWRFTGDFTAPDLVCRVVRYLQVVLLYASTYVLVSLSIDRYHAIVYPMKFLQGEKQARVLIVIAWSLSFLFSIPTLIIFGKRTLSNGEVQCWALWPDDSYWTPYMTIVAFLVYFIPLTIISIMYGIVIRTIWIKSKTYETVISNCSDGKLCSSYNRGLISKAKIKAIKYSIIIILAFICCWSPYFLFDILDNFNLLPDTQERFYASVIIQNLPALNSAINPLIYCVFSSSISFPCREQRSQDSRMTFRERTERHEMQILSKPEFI
Epigenetic reg – Quantitative High-Throughput Screen for Regulators of Epigenetic Control; hit rate 0.2% among 280,000; Potency, µM (top dose mostly 53.9 µM), inactives show top-dose GFP activation, actives largely listed as activators; murine LDR cells, GFP reporter derepression, 30 h; further: potency means the concentration at half of the fitted maximal effect; % of control where 0% means no effect; nearly all actives have a fitted effect of over 60% in size
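Reporter derepression read as number of fluorescent GFP-positive objects, 20-120 um in size, counted by laser-scanning cytometer. Mouse LDR line with an epigenetically silenced CMV-GFP locus; compound incubation 30 h, 37 C.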
IMPase Li cell – qHTS Assay for Identifying the Cell-Membrane Permeable IMPase Inhibitors: Potentiation with Lithium; CHO-M1 cells, IP1 TR-FRET (IP-One), carbachol + lithium; Potency, µM (titrated, usually from 59.4 µM), for inactives: top-dose activity, negative = IMPase inhibition, hits mostly inhibitors; hit rate 0.35% among 210,000; AID 1457, 2008;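 further: IP1 builds up when IMPase is blocked and the TR-FRET signal falls; potency means the concentration at half of the fitted maximal effect; plate controls were basal vehicle for no effect and high inhibitor control for full effect; nearly all actives have a fitted effect of over 50% in size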
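CHO cells stably expressing M1 receptor (2000/well) were cultured 16–30 h, then exposed to compounds with a small lithium addition for 30 min at 37C. IP1 was measured by TR-FRET competition; AC50 from Hill fits.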
* marks the source's active call; other numbers are inactive results; [ ] = another dose, or the depositor's remark. Unless noted, the call rests on the fitted dose curve; in most records, active means well fitted curve in the direction sought with a large enough effect; inconclusive means small, poorly fitted or top-dose-only effect, or another doubt; inactive means no such curve, though single readings can be large; an effect the other way counts as inactive or inconclusive. An excerpt; the hit share may differ from the screen's.

What do the screens show for `Cc1ccc(S(=O)(=O)N2CCOCC2)cc1C(=O)NCc1cn2ccsc2n1`?
LMNA splice mod: inconclusive; HTT aggregate: 14%; Luc counter: 3%; CBFb RUNX1 block: 0%; NPSR antagonist: 11%[46.1 µM]; Epigenetic reg: -0.2%; IMPase Li cell: 5%[38.3 µM]

How did O=C(NCc1ccco1)C1CCN(C(=O)c2cc3sccc3n2Cc2ccc(Cl)cc2)CC1 do in these assays?
LMNA splice mod: 15%; HTT aggregate: 4%[9.22 µM]; Luc counter: -2%; CBFb RUNX1 block: -7%; NPSR antagonist: inconclusive; Epigenetic reg: -0.3%; IMPase Li cell: 30%[38.3 µM]

How did COc1ccc(S(=O)(=O)N(C)C)cc1NCC(=O)Nc1cccc(C#N)c1 do in these assays?
HTT aggregate: 23%; Luc counter: 2%; CBFb RUNX1 block: -9%; NPSR antagonist: -15%; Epigenetic reg: -6.7%; IMPase Li cell: 7%

How did CN(C)S(=O)(=O)c1cccc(NC(=S)N2CCCCC2CO)c1 (stereo not drawn) do in these assays?
LMNA splice mod: -6%[46 µM]; HTT aggregate: -4%; Luc counter: 6%; CBFb RUNX1 block: 12%; NPSR antagonist: 7%; Epigenetic reg: -0.3%; IMPase Li cell: -1%

How did CCC(C)[C@H](NC(=O)N1CCN(c2cccc(C(F)(F)F)c2)CC1)C(=O)OC (stereo partly drawn) do in these assays?
LMNA splice mod: inconclusive; HTT aggregate: -19%; Luc counter: -6%; CBFb RUNX1 block: 5%; NPSR antagonist: -7%[46.1 µM]; Epigenetic reg: 0.8%; IMPase Li cell: 25%[38.3 µM]

What do the screens show for `CCCCn1c(SCC(=O)N2CCCCC2)nc2cc(S(N)(=O)=O)ccc21`?
LMNA splice mod: -2%; HTT aggregate: 16%; Luc counter: -5%; CBFb RUNX1 block: -7%; NPSR antagonist: -18%[46.1 µM]; Epigenetic reg: 0.0%; IMPase Li cell: 3%[38.3 µM]

What do the screens show for `CCCCCn1c(SCCN2CCOCC2)nc2c1c(=O)[nH]c(=O)n2C`?
LMNA splice mod: 14%; HTT aggregate: 19%; Luc counter: -3%; CBFb RUNX1 block: 3%; NPSR antagonist: -15%[46.1 µM]; Epigenetic reg: 0.0%; IMPase Li cell: 0%[38.3 µM]

What do the screens show for `CC(=O)Nc1n[nH]c(S(=O)(=O)Cc2ccc(Cl)cc2Cl)n1`?
LMNA splice mod: 5%; HTT aggregate: -8%; Luc counter: 0%; CBFb RUNX1 block: 9%; NPSR antagonist: 4%[46.1 µM]; Epigenetic reg: 0.0%; IMPase Li cell: -14%[38.3 µM]

Results for COc1ccc(-c2nc3c(c4c2C[C@H](c2ccccc2)OC4)CN(C(=O)Cc2cccs2)CC3)c(C)c1 ?
LMNA splice mod: 11%[9.22 µM]; Luc counter: -2%[7.66 µM]; CBFb RUNX1 block: -2%[13.1 µM]; IMPase Li cell: 14%

How did CCNC(=O)COC(=O)c1cc(-c2ccc(OC)cc2)nc2ccccc12 do in these assays?
LMNA splice mod: 5%; HTT aggregate: 31%; Luc counter: -26%; CBFb RUNX1 block: 6%; NPSR antagonist: -21%[46.1 µM]; Epigenetic reg: -1.4%; IMPase Li cell: -12%[38.3 µM]

How did O=C(NC1CCCCC1)N(Cc1cc2cc3c(cc2[nH]c1=O)OCCO3)C1CCCCC1 do in these assays?
LMNA splice mod: 4%; HTT aggregate: -20%; Luc counter: -1%; CBFb RUNX1 block: 5%; NPSR antagonist: -1%[46.1 µM]; Epigenetic reg: 0.1%; IMPase Li cell: 15%[38.3 µM]

Results for CSc1ccccc1C(=O)NCCOc1ccccc1C ?
LMNA splice mod: -19%[46 µM]; HTT aggregate: -24%; Luc counter: -5%; CBFb RUNX1 block: 12%; NPSR antagonist: -7%; Epigenetic reg: -1.5%; IMPase Li cell: 4%

How did O=C(NN1CCN(Cc2ccccc2)CC1)c1ccc(Cl)cc1 do in these assays?
HTT aggregate: -19%; Luc counter: -2%; CBFb RUNX1 block: -1%; NPSR antagonist: 0%; Epigenetic reg: 2.4%; IMPase Li cell: 16%

What do the screens show for `CCN1C(=O)N[C@@H](c2cccc(C(F)(F)F)c2)[C@H](C(C)=O)[C@H]1C`?
LMNA splice mod: 1%[9.22 µM]; Luc counter: -7%[7.66 µM]; CBFb RUNX1 block: 12%[13.1 µM]; IMPase Li cell: 15%

What do the screens show for `COc1ccc2[nH]c(=O)c(CN(C(=O)c3ccco3)C(C)C)cc2c1`?
LMNA splice mod: inconclusive; HTT aggregate: -28%[9.22 µM]; CBFb RUNX1 block: 1%; NPSR antagonist: -11%; Epigenetic reg: -1.1%

What do the screens show for `Cc1cc(C)c(C#N)c(SCc2ccccc2C)n1`?
LMNA splice mod: inconclusive; HTT aggregate: -13%; Luc counter: -5%; CBFb RUNX1 block: inconclusive; NPSR antagonist: -26%; Epigenetic reg: -4.8%; IMPase Li cell: 5%

How did Cc1cc(C(C)C)n2c(nc3ccccc32)c1C#N do in these assays?
LMNA splice mod: 3%[46 µM]; HTT aggregate: -5%; Luc counter: 2%; CBFb RUNX1 block: -3%; NPSR antagonist: -3%; Epigenetic reg: 9.9%; IMPase Li cell: 1%

What do the screens show for `COc1ccc(/C=N/NC(=O)c2ccoc2C)cc1COc1ccc(Cl)cc1`?
LMNA splice mod: inconclusive; HTT aggregate: 12%; Luc counter: 0%; CBFb RUNX1 block: -10%; NPSR antagonist: inconclusive; Epigenetic reg: 0.7%; IMPase Li cell: 12%[38.3 µM]

Results for COC(=O)c1ccccc1NC(=S)NC(=O)COc1ccc(C(C)C)cc1 ?
LMNA splice mod: -11%; HTT aggregate: -5%; Luc counter: 0%; CBFb RUNX1 block: 10%; NPSR antagonist: -43%; Epigenetic reg: -1.6%; IMPase Li cell: 11%

Results for CCOC(=O)C1=C(C)N(CCCC(=O)NCc2ccc3c(c2)OCO3)C(=O)NC1c1ccc(Br)cc1 (stereo not drawn) ?
LMNA splice mod: 15%; HTT aggregate: -3%; Luc counter: -2%; CBFb RUNX1 block: -8%[2.36 µM]; NPSR antagonist: -20%; Epigenetic reg: 1.7%; IMPase Li cell: 13%

How did COc1ccc(CNC(=O)C2CCN(c3nc(OC)nc(OC)n3)CC2)cc1 do in these assays?
LMNA splice mod: 5%[0.0737 µM]; HTT aggregate: -16%; Luc counter: -2%; CBFb RUNX1 block: 4%; NPSR antagonist: 10%[46.1 µM]; Epigenetic reg: 0.0%; IMPase Li cell: -3%[38.3 µM]

How did CC(Oc1ccccc1)c1ccnn1S(=O)(=O)c1ccccc1 (stereo not drawn) do in these assays?
LMNA splice mod: 0%; HTT aggregate: -23%; Luc counter: 6%; CBFb RUNX1 block: 15%; NPSR antagonist: -4%[46.1 µM]; Epigenetic reg: -1.2%; IMPase Li cell: 3%[38.3 µM]

How did Cc1cc(N2CCN(c3ccccn3)CC2)n2c(nc3ccccc32)c1C#N do in these assays?
LMNA splice mod: 1%; HTT aggregate: 0%; Luc counter: -3%; CBFb RUNX1 block: 6%; NPSR antagonist: 3%[46.1 µM]; Epigenetic reg: -0.4%; IMPase Li cell: 10%[38.3 µM]

What do the screens show for `CC1CCCC(NC(=O)C2CCN(S(=O)(=O)N3CCOCC3)CC2)C1C` (stereo not drawn)?
LMNA splice mod: 11%; HTT aggregate: 10%; Luc counter: -1%; CBFb RUNX1 block: 2%; NPSR antagonist: -5%[46.1 µM]; Epigenetic reg: -2.1%; IMPase Li cell: -2%[38.3 µM]

Fetched one by one from the list above (three):
What do the screens show for `Cc1cc(C)c(C#N)c(SCc2ccccc2C)n1`?
LMNA splice mod: inconclusive; HTT aggregate: -13%; Luc counter: -5%; CBFb RUNX1 block: inconclusive; NPSR antagonist: -26%; Epigenetic reg: -4.8%; IMPase Li cell: 5%

Results for CCOC(=O)C1=C(C)N(CCCC(=O)NCc2ccc3c(c2)OCO3)C(=O)NC1c1ccc(Br)cc1 (stereo not drawn) ?
LMNA splice mod: 15%; HTT aggregate: -3%; Luc counter: -2%; CBFb RUNX1 block: -8%[2.36 µM]; NPSR antagonist: -20%; Epigenetic reg: 1.7%; IMPase Li cell: 13%

How did COc1ccc(CNC(=O)C2CCN(c3nc(OC)nc(OC)n3)CC2)cc1 do in these assays?
LMNA splice mod: 5%[0.0737 µM]; HTT aggregate: -16%; Luc counter: -2%; CBFb RUNX1 block: 4%; NPSR antagonist: 10%[46.1 µM]; Epigenetic reg: 0.0%; IMPase Li cell: -3%[38.3 µM]

(list continues)
What do the screens show for `Cn1cc(C=O)c2cc(S(=O)(=O)N3CCOCC3)ccc21`?
LMNA splice mod: 0%; HTT aggregate: 9%; Luc counter: 3%; CBFb RUNX1 block: 3%; NPSR antagonist: 15%; Epigenetic reg: 1.0%; IMPase Li cell: -8%

Results for Cn1nc([N+](=O)[O-])nc1Oc1ccc(C(C)(C)C)cc1 ?
LMNA splice mod: inconclusive; HTT aggregate: -1%; Luc counter: -1%; CBFb RUNX1 block: 3%; NPSR antagonist: 4%; Epigenetic reg: 0.0%; IMPase Li cell: 4%

Results for Cc1nnc(SCC(=O)N2CCCc3ccccc32)[nH]c1=O ?
LMNA splice mod: -3%; HTT aggregate: -9%; Luc counter: 0%; CBFb RUNX1 block: 1%; NPSR antagonist: -5%[46.1 µM]; Epigenetic reg: 0.0%; IMPase Li cell: 21%[38.3 µM]

What do the screens show for `CCN(Cc1ccccc1)C(=O)Cn1c(=O)n(CC(=O)NCc2ccco2)c(=O)c2sccc21`?
LMNA splice mod: 3%; HTT aggregate: 16%; Luc counter: 0%; CBFb RUNX1 block: 5%; NPSR antagonist: -9%[46.1 µM]; Epigenetic reg: 0.0%; IMPase Li cell: -3%[38.3 µM]

What do the screens show for `O=Cc1ccc(OCc2nnsc2Cl)cc1`?
LMNA splice mod: 5%[46 µM]; HTT aggregate: 6%; Luc counter: -2%; CBFb RUNX1 block: 2%; NPSR antagonist: -10%; Epigenetic reg: 0.9%; IMPase Li cell: 8%
